# High-throughput results as filed in PubChem.
# Hsp70 act = Hsp70 transcriptional activators, primary screen, cell-based, HeLa, Hsp70 promoter luciferase, luminescence, 10 µM | HeLa Hsp70 promoter luciferase reporter; scaled: vehicle 0, proteasome-inhibitor control 100% | activation, % at 10 µM | hit rate 0.04% among 200,000;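 active = activation above the mean across all tested compounds plus 3 SD, cutoff set per campaign, cut at about 5.5% in these data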;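 also: 100% = MG132 at 30 µM as the positive control and 0% = DMSO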
# TLR4 MyD88 comp = inhibitors of TLR4-MyD88 association in cells, primary screen, cell-based, HeLa CL3-4, BLA complementation, FRET ratio | hit rate 0.18% among 200,000 | inhibition, % at 8.4 µM | AID 861, 2007 | HeLa CL3-4 TLR4/MyD88 BLA complementation; in the data active = inhibition above about 25%;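 also: 0% = vehicle and 100% = reference inhibitor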
# Target sequence (O00206 whole entry, looked up): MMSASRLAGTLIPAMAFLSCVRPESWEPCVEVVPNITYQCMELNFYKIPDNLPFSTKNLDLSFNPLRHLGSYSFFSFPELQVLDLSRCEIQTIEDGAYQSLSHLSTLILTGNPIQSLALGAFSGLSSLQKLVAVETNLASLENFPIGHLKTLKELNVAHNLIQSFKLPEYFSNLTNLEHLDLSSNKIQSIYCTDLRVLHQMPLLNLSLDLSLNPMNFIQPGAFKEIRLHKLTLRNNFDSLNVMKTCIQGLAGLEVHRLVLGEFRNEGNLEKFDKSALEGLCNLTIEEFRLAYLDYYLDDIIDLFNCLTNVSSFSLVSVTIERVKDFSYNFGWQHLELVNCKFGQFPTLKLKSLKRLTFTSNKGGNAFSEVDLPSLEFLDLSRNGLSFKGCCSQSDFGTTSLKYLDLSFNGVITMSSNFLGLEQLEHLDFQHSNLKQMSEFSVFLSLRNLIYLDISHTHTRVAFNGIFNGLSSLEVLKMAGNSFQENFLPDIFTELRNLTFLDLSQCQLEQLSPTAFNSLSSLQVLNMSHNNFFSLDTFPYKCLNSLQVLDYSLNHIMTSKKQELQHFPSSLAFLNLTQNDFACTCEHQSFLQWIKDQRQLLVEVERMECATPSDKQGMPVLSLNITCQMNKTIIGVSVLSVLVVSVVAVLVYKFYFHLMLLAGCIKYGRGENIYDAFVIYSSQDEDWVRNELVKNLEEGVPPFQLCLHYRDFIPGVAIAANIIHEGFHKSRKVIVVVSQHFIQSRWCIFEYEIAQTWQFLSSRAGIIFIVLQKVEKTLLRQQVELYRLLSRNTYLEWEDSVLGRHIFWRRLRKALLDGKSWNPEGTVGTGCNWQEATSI
# Target sequence (Q99836 whole entry, looked up): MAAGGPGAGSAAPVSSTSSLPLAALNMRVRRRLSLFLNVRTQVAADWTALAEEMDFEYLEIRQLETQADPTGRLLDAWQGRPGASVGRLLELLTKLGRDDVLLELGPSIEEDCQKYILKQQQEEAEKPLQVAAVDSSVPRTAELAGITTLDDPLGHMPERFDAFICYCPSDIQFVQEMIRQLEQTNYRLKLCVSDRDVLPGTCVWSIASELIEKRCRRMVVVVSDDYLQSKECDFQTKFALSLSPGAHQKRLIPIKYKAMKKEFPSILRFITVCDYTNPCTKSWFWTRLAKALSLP
# NF-kB expr up = activators of NF-kB expression in neurons, primary screen, cell-based, HTS | AID 1239, 2008 | fold change at 12.5 µM | human neuronal cells, NF-kB reporter expression; active compounds read high | hit rate 1.6% among 190,000; in the data active = fold change above about 3.3
# Redox H2O2 prof = compounds producing H2O2 with reducing agent – biochemical, NIH compound library profiling, artefact control for MLSCN library redox annotation, primary screen; AID 878, 2007; hit rate 0.03% among 200,000; DTT-dependent redox cycling H2O2, phenol red/HRP absorbance; 100% = 100 µM peroxide control, 0% = buffer; activation, % at 10 µM;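 active = activation of at least 50% relative to the plate's high and low controls in the primary single-dose screen; inactive = activation below 50%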;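 also: compound incubated with DTT at 0.8 mM final as the reducing agent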
# STAT1 inh = STAT1 signaling inhibitors, primary screen, cell-based, HTS, luciferase reporter; NIH 3T3 STAT1-luciferase reporter, IFN-gamma, luminescence; inhibition, % at 5.5 µM; hit rate 0.35% among 200,000; AID 920, 2007;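 active = inhibition above a set limit, the mean inhibition across all tested compounds plus 3 SD, cut at about 34% in these data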;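 also: 0% = IFN-gamma with DMSO and 100% = IFN-gamma with 300 µM nifuroxazide; values of inactives mirror those of a sister screen read the other way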
# STAT3 inh = IL-6 driven STAT3 reporter inhibitors, primary screen, U3A cells, luciferase, luminescence, MLSCN library | IL-6 STAT3-luciferase reporter; host cell line lacks STAT1 | inhibition, % at 5.5 µM | hit rate 0.89% among 190,000 | AID 862, 2007;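 active = inhibition above the mean inhibition across all screened compounds plus 3 SD, cut at about 44% in these data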;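 also: 0% = DMSO only wells and 100% = 100 µM nifuroxazide control wells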
# STAT1 activator = STAT1 signaling activators, primary screen, cell-based, HTS, luciferase reporter; hit rate 2.6% among 200,000; activation (% of control), % at 5.5 µM; AID 932, 2007; NIH 3T3 STAT1-luciferase reporter, IFN-gamma, luminescence; 100% = IFN-gamma alone, no compound;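 active = activation above the screen-wide mean activation plus 3 SD, cut at about 130% in these data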;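 also: raw ratio to IFN-gamma control signal so 100% means no change and 0% no light; values of inactives mirror those of a sister screen read the other way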
# HMGR II inh = inhibitors of E. faecalis class II HMGR, primary screen, biochemical, Enterococcus faecalis. AID 1066, 2008. HMG-CoA reductase (Enterococcus faecalis, mvaE). purified E. faecalis HMGR, NADPH absorbance 340 nm kinetic. inhibition, % at 10 µM. hit rate 0.41% among 190,000;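 active = inhibition above a set limit, the median over all tested compounds plus 3 SD, cut at about 9.5% in these data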;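 also: enzyme runs in reverse so mevalonate oxidation gives rising NADPH absorbance; 0% = complete reaction with DMSO and 100% = background rate lacking mevalonate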
# STAT3 activator = IL-6 driven STAT3 reporter potentiators, primary screen, U3A cells, luciferase, luminescence, MLSCN library; IL-6 STAT3-luciferase reporter; 100% = signal with IL-6 EC80 alone; hit rate 0.91% among 190,000; AID 871, 2007; activation (% of control), % at 5.6 µM;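 active = activation above the screen-wide mean of compound activation plus 3 SD, cut at about 130% in these data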;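 also: 0% = background luminescence of wells with medium and substrate only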
#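 Material: STAT1-lacking human U3A cells, STAT3 luciferase reporter | Benchmarks: IL-6-only wells as 100% reference | Probe or stimulus: IL-6 (33 ng/mL) | Timing: Compound 1 h, then IL-6 6 h at 37 °C | Detection: Luminescence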
# APP 5'UTR act = activators of APP 5'UTR luciferase reporter, primary screen, SH-SY5Y cells | hit rate 1% among 190,000 | SH-SY5Y APP 5'UTR luciferase reporter, luminescence; zero percent = DMSO vehicle wells | AID 1276, 2008 | activation, % at 2 µM;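 active = activation above a set limit, based on mean plus 3 SD of controls, cut at about 140% in these data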; also: values of inactives mirror those of a sister screen read the other way
# * hit, by the source's call; · = no result given.
SMILES,Hsp70 act,TLR4 MyD88 comp,NF-kB expr up,Redox H2O2 prof,STAT1 inh,STAT3 inh,STAT1 activator,HMGR II inh,STAT3 activator,APP 5'UTR act
COCCNc1nc(CSc2ccccc2)nc2sc(C)c(C)c12,-0.4,-5,0.73,-0.4,-7,6,106,-5,100,0
C=CCN1C(c2ccc(Br)cc2)=CS/C1=C(/C#N)c1nnc(N2CCOCC2)n1-c1ccccc1,-0.4,2,1.4,0.1,2,-2,99,0,105,7
O=C(NC1CCCc2ccccc21)c1ccc(=O)[nH]c1 (configuration not stated),-0.4,2,1.1,1.9,6,-8,94,2,110,5
COc1ccc(N2CCN(CC(O)COCc3ccccc3)CC2)cc1 (configuration not stated),-0.2,-11,1.1,-0.8,-4,6,102,-4,100,6
Clc1ccc(-c2nnc(COc3ncnc4sccc34)o2)cc1,-0.1,-15,1.3,0.1,-2,7,102,-5,93,8
O=C(NC(=S)N1CCc2ccccc21)c1ccco1,-0.2,-10,0.98,0.0,8,10,92,-4,96,17
CC(C)(C)NC(=O)CN(C(=O)CSc1nnc(COc2ccccc2)o1)c1cccc(F)c1,-0.4,6,1.1,0.8,1,0,105,-2,100,·
CCN(CC)CCCNC(=O)c1cc2c(Cl)nc3ccccc3c2s1,0.1,-2,1,0.9,-10,11,108,-5,100,7
O=C(CCCC(=O)N1CCN(c2ccc([N+](=O)[O-])cc2)CC1)c1ccccc1,-0.2,16,1.1,0.3,3,-6,98,-3,105,15
CSc1cccc(-n2cc(-c3ccc4c(c3)OCO4)[nH]c2=O)c1,0.5,-7,1.7,-0.8,-1,-32,101,-2,132,59
Cc1cc(C)c(S(=O)(=O)n2nc(C)c(Br)c2C)c(C)c1,-0.1,-6,1.1,0.4,-10,3,109,-3,100,-4
CN(C)c1ccc(C(=O)Nc2cc(C(F)(F)F)ccc2-n2cncn2)cc1,-0.2,-7,1.1,0.2,3,2,98,-2,99,6
COCCNC(=O)CSc1cc(-c2ccccc2)c2ccc(OC)cc2n1,0.0,-17,0.98,-1.2,8,-3,92,-3,104,10
CC1CC(C)(C)NC(=S)N1CC(=O)NCc1ccc2c(c1)OCO2 (configuration not stated),-0.3,-3,1.1,-2.0,-1,6,99,1,101,10
COCCCn1c(SCC(=O)OC2CCCCC2)nnc1-c1ccco1,-0.4,-1,1.3,1.8,-2,1,102,3,103,-13
CCn1c2ccccc2c2cc(C3C(C#N)=C(N)Oc4n[nH]c(COC)c43)ccc21 (configuration not stated),-0.1,-4,0.74,0.6,8,0,92,-4,101,-11
O=C(NCCc1ccccc1)C1CCCN(S(=O)(=O)c2cccnc2)C1 (configuration not stated),-0.3,5,1.1,-0.7,-4,8,104,-3,102,16
COc1ccccc1Nc1ccc(C(=O)NCc2cccs2)cn1,-0.4,-8,2.2,0.3,-15,18,113,2,86,-2
O=S(=O)(NC1CCCC1)c1ccc(S(=O)(=O)NC2CCCC2)cc1,-0.3,-4,0.95,-0.8,-7,7,105,1,98,0
O=C(O)CN1C(c2ccccc2)=Nc2ccc(Br)cc2C1c1ccccc1 (configuration not stated),0.0,-12,0.97,0.4,8,10,92,1,98,18
C/C(N)=C(/C#N)C(=O)CSc1cc(C)c2ccccc2n1,0.2,-11,·,0.1,-1,-3,101,0,108,12
CCCNC(=S)N1CC2(C)CN(C(=O)C(=O)OC)CC(C)(C1)C2=O,-0.3,-1,0.97,0.1,-2,6,101,-1,96,7
Nn1c(SCC(=O)N2CCCc3ccccc32)nnc1-c1ccc(Cl)cc1,-0.2,6,1.4,-2.3,-8,16,107,-5,93,0
O=C(Nc1ccc(S(=O)(=O)N2CCN(Cc3ccccc3)CC2)cc1)c1cnccn1,-0.3,2,0.98,1.7,21,82*,81,-6,36,-8
O=C(Cc1ccccc1)NS(=O)(=O)c1ccc(N=NN2CCOCC2)cc1,-0.5,-11,1.1,0.0,10,6,89,1,99,18
CCc1ccc(NC(=O)c2ccccc2Br)cc1,0.3,-12,4.2*,0.9,-64,6,155*,1,100,130
CCN(CC)S(=O)(=O)c1ccc(NC(=O)c2ccc(N(C)S(C)(=O)=O)cc2)cc1,-0.2,-7,1.1,1.8,4,80*,101,-2,35,-2
Cc1cc(C)c(S(=O)(=O)Nc2ccc(O)cc2)c(C)c1,0.0,-1,1.4,0.7,0,8,100,1,103,-9
CC(C)CC1(C(=O)NCCc2c[nH]c3ccccc23)C=CCN1C(=O)c1ccccc1 (configuration not stated),0.2,4,1.2,-0.2,15,-15,86,4,110,9
O=C(c1cccc(Cl)c1)C1CCCN(Cc2ccc(N3CCNC3=O)cc2)C1 (configuration not stated),0.0,-11,0.87,-0.2,9,-2,91,0,107,-15
COCCn1c(SCC(=O)N(C)C2CCS(=O)(=O)C2)nc2ccccc2c1=O (configuration not stated),0.0,-9,0.98,-0.3,-1,9,98,-2,96,0
CN(C)C(=O)/C(C#N)=C\c1cc(Br)c(Sc2ccc(Cl)cc2)o1,-0.4,2,1.2,2.2,7,0,93,0,101,10
Cc1ccc(Sc2ncccc2C(=O)NC2CCCCCC2)cc1C,-0.3,-4,1,-0.6,-2,-14,102,-5,110,-24
CCOC(=O)CCC(NC(=O)c1cncc(O)c1)C(=O)OCC (configuration not stated),0.1,4,1.5,1.8,-1,6,101,1,101,6
CCOc1ccc(NC(=O)c2nnn(CC(=O)Nc3ccccc3OCC)c2N)cc1,0.0,16,1.2,1.9,-10,-2,109,-4,106,2
Cc1c(O)c2cccnc2[nH]c1=O,-0.3,2,1.1,0.3,-6,-7,105,3,104,5
Cc1ccccc1N(C(=O)c1cccs1)c1nc2ccccc2s1,-0.3,3,1.1,0.2,2,2,99,-1,97,·
CCc1ccc(-n2c(=O)c3c(C)c(C(=O)N(C)C)sc3n(CC(=O)NCC3CCCO3)c2=O)cc1 (configuration not stated),-0.2,5,1.4,0.1,-4,-3,102,4,105,3
CCOC(=O)c1sc(NC(=O)C(OC(C)=O)c2ccccc2)nc1C (configuration not stated),-0.3,-3,1.5,0.2,3,0,98,0,100,28
CCN(CC)CCn1c(=S)[nH]c2ccc(Br)cc2c1=O,-0.2,7,1.3,-0.4,8,21,92,-6,91,12
CCCOc1ccccc1N1C(=O)CC(N(O)c2ccccc2)C1=O (configuration not stated),-0.1,20,1,0.3,17,-5,83,-4,106,-4
CCCCOc1ccc(C(O)C(CN2CCCCC2)c2ccccc2)cc1 (configuration not stated),-0.5,4,0.5,0.1,2,0,97,3,102,-4
Cc1nc2ccc([N+](=O)[O-])cc2s1,-0.1,-9,1.1,0.0,-8,0,107,-3,105,-9
CCCCOc1ccc(CNC(=O)NS(=O)(=O)c2ccc(OCC(C)C)cc2)cc1,-0.2,0,1.2,-1.4,-2,8,102,-4,98,-15
CC1CC(=O)N(CC(=O)Nc2ccc3c(c2)OCCO3)c2ccccc2S1 (configuration not stated),-0.1,14,1.2,-2.3,7,-1,94,-1,105,-13
COc1ccc(/C=C2\SC(c3ccc(C)cc3)=NC2=O)cc1OC,-0.3,5,1.1,-1.8,1,10,99,2,98,5
COc1cccc(-c2nc(CS(=O)CC(=O)NCc3ccccc3)c(C)o2)c1 (configuration not stated),0.0,-19,1,-1.1,-5,11,105,0,98,·
CCC(=O)NC(=S)NNC(=O)c1ccc([N+](=O)[O-])cc1,0.6,-4,0.94,1.9,6,12,95,-4,95,-3
CC(C)(C)C1CCC(OC(=O)CN2CCOCC2)CC1 (configuration not stated),-0.2,-5,1.8,0.2,-14,-9,114,-5,109,16
CCCCN(CC(=O)Nc1c(C)cccc1CC)C(=O)SCC,-0.3,-1,0.9,-0.1,2,11,98,-6,96,-1
NC(=O)C1CC(O)CN1c1nc(CN2CCOCC2)nc2scc(-c3ccccc3)c12 (configuration not stated),0.8,-10,1,2.9,-2,-4,102,-2,110,-8
N#CC1=C(N)N(c2ccccc2C#N)C2=C(C(=O)CCC2)C1c1ccsc1 (configuration not stated),-0.2,-12,0.82,0.3,-7,-24,105,-3,124,16
O=C(Nc1ccc2c(c1)CCC2)c1ccc(F)cc1,-0.1,0,8.5*,0.5,-81,32,174*,-14,71,197*
O=C(CS(=O)CC(=O)N(CC(=O)NC1CCCC1)c1ccc2c(c1)OCCO2)Nc1ccc(F)cc1 (configuration not stated),-0.1,-12,1.1,-3.8,2,-2,98,2,107,-3
O=C(CCN1CCOCC1)NNC(=O)/C(=C/c1ccccc1)NC(=O)c1ccccc1,-0.1,-11,1,-0.1,-2,5,102,5,102,18

# Quoted from above for reference:
SMILES,Hsp70 act,TLR4 MyD88 comp,NF-kB expr up,Redox H2O2 prof,STAT1 inh,STAT3 inh,STAT1 activator,HMGR II inh,STAT3 activator,APP 5'UTR act
CCCCOc1ccc(C(O)C(CN2CCCCC2)c2ccccc2)cc1 (configuration not stated),-0.5,4,0.5,0.1,2,0,97,3,102,-4
Cc1nc2ccc([N+](=O)[O-])cc2s1,-0.1,-9,1.1,0.0,-8,0,107,-3,105,-9
CCCCOc1ccc(CNC(=O)NS(=O)(=O)c2ccc(OCC(C)C)cc2)cc1,-0.2,0,1.2,-1.4,-2,8,102,-4,98,-15
CC1CC(=O)N(CC(=O)Nc2ccc3c(c2)OCCO3)c2ccccc2S1 (configuration not stated),-0.1,14,1.2,-2.3,7,-1,94,-1,105,-13
COc1ccc(/C=C2\SC(c3ccc(C)cc3)=NC2=O)cc1OC,-0.3,5,1.1,-1.8,1,10,99,2,98,5
COc1cccc(-c2nc(CS(=O)CC(=O)NCc3ccccc3)c(C)o2)c1 (configuration not stated),0.0,-19,1,-1.1,-5,11,105,0,98,·
CCC(=O)NC(=S)NNC(=O)c1ccc([N+](=O)[O-])cc1,0.6,-4,0.94,1.9,6,12,95,-4,95,-3
CC(C)(C)C1CCC(OC(=O)CN2CCOCC2)CC1 (configuration not stated),-0.2,-5,1.8,0.2,-14,-9,114,-5,109,16
CCCCN(CC(=O)Nc1c(C)cccc1CC)C(=O)SCC,-0.3,-1,0.9,-0.1,2,11,98,-6,96,-1
NC(=O)C1CC(O)CN1c1nc(CN2CCOCC2)nc2scc(-c3ccccc3)c12 (configuration not stated),0.8,-10,1,2.9,-2,-4,102,-2,110,-8
N#CC1=C(N)N(c2ccccc2C#N)C2=C(C(=O)CCC2)C1c1ccsc1 (configuration not stated),-0.2,-12,0.82,0.3,-7,-24,105,-3,124,16
